PNC inhibitor: blocks assembly of the perinucleolar compartment | PC3M PTB-GFP, PNC prevalence imaging, 16 h; hits give low values | activity change (PNC), negative = inhibition, % at 10 µM | actives 3.1% (n = 140,000) | AID 2417;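 active = readout at or below -70, meaning at least 70% loss of cells showing the perinucleolar compartment, a nuclear body marking cancer cells; inconclusive = readout between -30 and a set limit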;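 note: plate controls were DMSO wells for no effect and camptothecin positive control wells for full effect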
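PC3M cells stably expressing PTB-GFP, 750–1000 cells/well, treated 16 h at 37 °C with compound (23 nl of library stock), in duplicate. After paraformaldehyde fixation and Hoechst stain, imaged at 20x; PNC prevalence scored by image analysis.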
ALOX15B inhib: 15-hLO-2 (ALOX15B) enzyme inhibition | purified 15hLO-2, xylenol orange hydroperoxide absorbance | actives 0.56% (n = 110,000) | AID 881 | Potency, µM (top dose mostly 57.1 µM), inactives show at the top dose activity change, negative = inhibition, most hits filed as inhibitors | O15296; note: potency is the fitted concentration of half-maximal effect; nearly all actives have a fitted effect of over 60% in size; many of its hits are not listed in these tables
Target sequence (O15296 whole entry, looked up): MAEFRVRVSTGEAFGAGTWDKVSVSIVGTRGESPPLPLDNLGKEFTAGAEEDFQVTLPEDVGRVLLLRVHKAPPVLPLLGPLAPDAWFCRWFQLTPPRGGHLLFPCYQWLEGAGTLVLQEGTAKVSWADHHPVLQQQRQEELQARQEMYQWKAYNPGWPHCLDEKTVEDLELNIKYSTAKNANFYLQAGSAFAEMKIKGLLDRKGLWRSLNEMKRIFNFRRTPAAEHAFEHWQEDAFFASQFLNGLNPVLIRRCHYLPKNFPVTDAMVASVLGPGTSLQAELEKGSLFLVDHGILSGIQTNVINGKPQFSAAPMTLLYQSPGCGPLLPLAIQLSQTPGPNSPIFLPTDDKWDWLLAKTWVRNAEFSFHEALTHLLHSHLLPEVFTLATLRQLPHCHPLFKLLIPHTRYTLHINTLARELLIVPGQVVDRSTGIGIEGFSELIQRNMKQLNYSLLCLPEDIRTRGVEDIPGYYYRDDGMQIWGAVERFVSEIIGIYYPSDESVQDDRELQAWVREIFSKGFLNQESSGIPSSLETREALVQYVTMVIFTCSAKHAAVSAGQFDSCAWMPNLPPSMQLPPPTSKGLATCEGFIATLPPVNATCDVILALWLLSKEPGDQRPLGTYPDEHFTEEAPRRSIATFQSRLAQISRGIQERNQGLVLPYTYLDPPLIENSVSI
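Enzyme 50 nM, AA 45 uM, 25 mM Hepes pH 7.5 + 0.01% Triton X-100; cpd preinc 15 min RT, rxn 90 min RT; stop/detect with 200 uM XO + 300 uM Fe(II) in 50 mM H2SO4, 30 min; A573/A405.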
IMPase cell inh: cell-permeable inhibitors of inositol monophosphatase (IMPase); 120,000 tested, under 10 active; CHO-M1 cells, IP1 accumulation, HTRF TR-FRET ratio; inhibition (IP1 accumulation), % at 46.1 µM; active = well fitted curve in the direction sought with a large enough effect in the signal ratio, not every such curve was filed as active; inconclusive = small, poorly fitted or top-dose-only effect, or a change in a side signal; inactive = no such curve, though single readings can be large or run the other way; the % refers to the signal ratio;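 note: cells stimulated with carbachol in lithium chloride buffer; plate controls were DMSO basal wells for no effect and reference inhibitor wells for full effect; higher means more IMPase inhibition seen as more IP1 and lower FRET ratio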
Target sequence (P97697 whole entry, looked up): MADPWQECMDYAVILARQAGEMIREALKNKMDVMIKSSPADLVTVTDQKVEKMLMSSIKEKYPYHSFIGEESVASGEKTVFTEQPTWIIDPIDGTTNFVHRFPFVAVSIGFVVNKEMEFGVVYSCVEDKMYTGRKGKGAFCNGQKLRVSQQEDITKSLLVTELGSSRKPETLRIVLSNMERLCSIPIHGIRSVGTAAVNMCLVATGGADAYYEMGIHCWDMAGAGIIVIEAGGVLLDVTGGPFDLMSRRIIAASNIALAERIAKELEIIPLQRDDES
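In this qHTS, compounds (final up to 46 uM) act on CHO-M1 cells that are then activated through the M1 receptor with carbachol, in pH 7.4 buffer containing 50 mM LiCl, for 30 min. IP1 accumulation is quantified by the IP-One immunoassay.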
12-hLO inh: 12-hLO (ALOX12) enzyme inhibition; P18054; purified 12-hLO, xylenol orange hydroperoxide absorbance; Potency, µM (highest dose often 57.1 µM), for inactives: top-dose activity change, negative = inhibition, actives largely listed as inhibitors; actives 0.12% (n = 150,000); note: potency is the fitted concentration of half-maximal effect; nearly all actives have a fitted effect of over 55% in size; many of its hits are not listed in these tables
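Purified human 12hLO (150 nM final) was preincubated with compounds for 15 min at room temperature in 25 mM Hepes pH 7.0, 0.01% Triton X-100, then reacted with 40 uM arachidonic acid for 30 min. Hydroperoxide was detected with ferrous iron/xylenol orange.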
* marks the source's active call; other numbers are inactive results; [ ] = dose if it differs, or a comment. Unless noted, calls come from the whole dose curve; as a rule, active = well fitted curve in the direction sought with a large enough effect; inconclusive = small, poorly fitted or top-dose-only effect, or another doubt; inactive = no such curve, though single readings can be large; an effect the other way counts as inactive or inconclusive. Unless noted, % is set by controls: 0 for no effect and ±100 for the full control effect. These rows are one share of the data; count on the stated rates, not on these rows.

What do the screens show for `Cc1ccc(NC(=O)CCC(=O)NNS(=O)(=O)c2ccccc2)cc1C`?
PNC inhibitor: -24; 12-hLO inh: -1%

How did Cc1ccc(-c2ccc(CCC(=O)O)n2NC(N)=S)cc1 do in these assays?
PNC inhibitor: 7; IMPase cell inh: -4; 12-hLO inh: -5%

Results for Cc1cccc(C)c1NC(=O)NC1(C(=O)NCCCN2CCOCC2)CCCCC1 ?
PNC inhibitor: 34; IMPase cell inh: inconclusive; 12-hLO inh: 3%

Results for CN(CCO)Cc1csc2ccc(Br)cc12 ?
PNC inhibitor: 15; ALOX15B inhib: 14%; IMPase cell inh: 4; 12-hLO inh: -2%

What do the screens show for `CC(=O)OC(C(=O)NC1CCCCC1)c1ccc(C)cc1` (configuration not stated)?
PNC inhibitor: 9; ALOX15B inhib: 1%; IMPase cell inh: inconclusive; 12-hLO inh: -11%

What do the screens show for `Cc1c(Cl)cccc1-c1ccc(C(=O)N2CCN(c3ccc([N+](=O)[O-])cc3)CC2)o1`?
PNC inhibitor: inconclusive; ALOX15B inhib: -21%; IMPase cell inh: -3; 12-hLO inh: -25%

Results for COc1ccccc1-n1cnc2c(c1=O)c1nc3ccccc3nc1n2-c1ccc(C)cc1 ?
PNC inhibitor: 88; 12-hLO inh: 6%

What do the screens show for `CC(CC(=O)Nc1cccc(Cl)c1)c1ccccc1` (configuration not stated)?
PNC inhibitor: -5; 12-hLO inh: 2%

Results for COc1ccc(C(c2nnnn2Cc2ccccc2)N2CCN(c3nc4ccccc4s3)CC2)cc1OC (configuration not stated) ?
PNC inhibitor: -2; IMPase cell inh: -4; 12-hLO inh: -8%

What do the screens show for `O=C(c1cc(-c2ccc3c(c2)OCO3)on1)N1CCOCC1`?
PNC inhibitor: -23; ALOX15B inhib: -2%; IMPase cell inh: 2; 12-hLO inh: 3%

What do the screens show for `OCc1cc([C@@H](O)CNCCCCCCOCCCCc2ccccc2)ccc1O`?
ALOX15B inhib: 19%; IMPase cell inh: -2; 12-hLO inh: -4%

How did Cc1cc(C(=O)OCC(=O)NCCc2ccccc2)c(C)o1 do in these assays?
PNC inhibitor: -1; ALOX15B inhib: -4%; IMPase cell inh: 2; 12-hLO inh: -4%

Results for CC(=O)Nc1ccc(S(=O)(=O)NC2(C(F)(F)F)NC(=O)N(C3CCCCC3)C2=O)cc1 (configuration not stated) ?
PNC inhibitor: -21; ALOX15B inhib: 4%; IMPase cell inh: 3; 12-hLO inh: 7%

Results for CC(=O)c1c(O)cc(=O)n(-c2ccccc2)c1-c1cccc2ccccc12 ?
PNC inhibitor: 0; ALOX15B inhib: -7%; IMPase cell inh: -4; 12-hLO inh: 1%

Results for O=S(=O)(NC1CCCCC1)c1cccc(-c2nnc(-c3ccccc3)o2)c1 ?
PNC inhibitor: 35; ALOX15B inhib: -11%; IMPase cell inh: 0; 12-hLO inh: -8%

Reprinted at random: five compounds from above.
What do the screens show for `Cc1c(Cl)cccc1-c1ccc(C(=O)N2CCN(c3ccc([N+](=O)[O-])cc3)CC2)o1`?
PNC inhibitor: inconclusive; ALOX15B inhib: -21%; IMPase cell inh: -3; 12-hLO inh: -25%

How did Cc1ccc(-c2ccc(CCC(=O)O)n2NC(N)=S)cc1 do in these assays?
PNC inhibitor: 7; IMPase cell inh: -4; 12-hLO inh: -5%

Results for CN(CCO)Cc1csc2ccc(Br)cc12 ?
PNC inhibitor: 15; ALOX15B inhib: 14%; IMPase cell inh: 4; 12-hLO inh: -2%

Results for CC(=O)c1c(O)cc(=O)n(-c2ccccc2)c1-c1cccc2ccccc12 ?
PNC inhibitor: 0; ALOX15B inhib: -7%; IMPase cell inh: -4; 12-hLO inh: 1%

Results for CC(=O)Nc1ccc(S(=O)(=O)NC2(C(F)(F)F)NC(=O)N(C3CCCCC3)C2=O)cc1 (configuration not stated) ?
PNC inhibitor: -21; ALOX15B inhib: 4%; IMPase cell inh: 3; 12-hLO inh: 7%

Continued.
How did Cc1nnc(Nc2ccc(Cl)cc2)n(N)c1=O do in these assays?
PNC inhibitor: 11; ALOX15B inhib: -5%; IMPase cell inh: 4; 12-hLO inh: 3%

Results for COC(=O)CN1C(=O)C2(C(C#N)=C(N)Oc3n[nH]c(-c4cccs4)c32)c2ccccc21 (configuration not stated) ?
PNC inhibitor: inconclusive; ALOX15B inhib: 7%; IMPase cell inh: -17; 12-hLO inh: -3%

Results for CCSc1nc2ccccc2n1CC(=O)OC ?
PNC inhibitor: 3; ALOX15B inhib: 0%; IMPase cell inh: 2; 12-hLO inh: -4%

What do the screens show for `O=C(Nc1ccccc1)Nc1cccc(Cl)c1Cl`?
PNC inhibitor: 15; 12-hLO inh: -2%

Results for O=S(=O)(c1ccc(Nc2ccc3c(c2)OCO3)nc1)N1CCOCC1 ?
PNC inhibitor: 4; ALOX15B inhib: -2%; IMPase cell inh: 0; 12-hLO inh: -3%

Results for Cc1c(NC(=O)c2cc3nc(-c4ccc(Cl)cc4)cc(C(F)(F)F)n3n2)c(=O)n(-c2ccccc2)n1C ?
PNC inhibitor: inconclusive; IMPase cell inh: -4; 12-hLO inh: -1%

What do the screens show for `COc1ccc(Nc2ccc(Cl)cc2)c(C(=O)O)c1`?
PNC inhibitor: -9; 12-hLO inh: -9%

What do the screens show for `c1ccc(OCCCn2nnc(-c3ccc(N4CCOCC4)cc3)n2)cc1`?
PNC inhibitor: -23; ALOX15B inhib: 1%; IMPase cell inh: 11; 12-hLO inh: -2%

How did O=c1[nH]c2ccccc2c2ccccc12 do in these assays?
ALOX15B inhib: -6%; IMPase cell inh: -7; 12-hLO inh: -5%

Results for Cc1cc(N2CCN(Cc3ccccc3)CC2)n2nc(C)c(-c3ccccc3)c2n1 ?
PNC inhibitor: inconclusive; ALOX15B inhib: 29%; IMPase cell inh: 0; 12-hLO inh: -3%

Results for COC(=O)c1ccc(NC(=O)CSc2nncc3ccc(OC)c(OC)c23)cc1 ?
PNC inhibitor: 25; IMPase cell inh: -11; 12-hLO inh: -5%

What do the screens show for `Cc1ccc(C2=NC3(CCCCCC3)NC2=S)cc1`?
PNC inhibitor: -14; 12-hLO inh: 0%

Results for COc1cc(C(=O)NCCOc2cccc(C)c2)c(Br)c(OC)c1OC ?
PNC inhibitor: 11; ALOX15B inhib: 1%; IMPase cell inh: 10; 12-hLO inh: -6%

Results for CCOc1ccc(NC(=O)Nc2nnc(CC)s2)cc1 ?
PNC inhibitor: 36; ALOX15B inhib: 1%; IMPase cell inh: 10; 12-hLO inh: -10%

Results for CC(C)Cn1c(/C=N/Nc2nc3ccccc3[nH]2)nc2ccccc21 ?
PNC inhibitor: 40; 12-hLO inh: -2%

Results for O=C(COC(=O)/C=C/c1cccc(C(F)(F)F)c1)NC(c1ccccc1)c1ccccc1 ?
PNC inhibitor: -26; 12-hLO inh: 2%

How did CC1=CCC(/C=N\Nc2nnc3c(n2)[nH]c2ccccc23)CC1 (configuration not stated) do in these assays?
PNC inhibitor: -9; 12-hLO inh: -5%

What do the screens show for `NC(CC(=O)OC1CCCCC1)C(=O)OC1CCCCC1` (configuration not stated)?
PNC inhibitor: -13; ALOX15B inhib: 37%[activator]; IMPase cell inh: -3; 12-hLO inh: 4%

Results for O=C(O)c1cc(C(=O)O)nc(C(=O)O)c1 ?
ALOX15B inhib: 20%[11.4 µM]; 12-hLO inh: -2%[11.4 µM]

What do the screens show for `C/C(N)=C(/C#N)C(=O)COC(=O)c1ccc(O)cc1`?
PNC inhibitor: 15; 12-hLO inh: 2%

How did Cc1ccccc1C(=O)OCCN1CCOCC1 do in these assays?
PNC inhibitor: inconclusive; 12-hLO inh: 5%

Results for O=S(=O)(Nc1ccc(S(=O)(=O)N2CCCCC2)cc1)c1ccc(Br)s1 ?
PNC inhibitor: 4; ALOX15B inhib: -14%; IMPase cell inh: 13; 12-hLO inh: -9%

Results for O=S(=O)(NCC1CCCO1)c1ccc(S(=O)(=O)N2CCCC2)cc1 (configuration not stated) ?
PNC inhibitor: -9; ALOX15B inhib: -5%; IMPase cell inh: 4; 12-hLO inh: -3%

What do the screens show for `O=C(c1ccc(CS(=O)(=O)c2ccc(Br)cc2)o1)N1CCN(c2ccccn2)CC1`?
PNC inhibitor: inconclusive; ALOX15B inhib: 4%; IMPase cell inh: -1; 12-hLO inh: -4%

How did CCCc1sc(N)nc1-c1ccc(Cl)cc1 do in these assays?
PNC inhibitor: inconclusive; IMPase cell inh: 3; 12-hLO inh: -2%

Results for COC(=O)C1=C(C)NC(=O)/C1=C\c1ccc2c(c1)OCO2 ?
PNC inhibitor: -23; ALOX15B inhib: -28%; IMPase cell inh: 4; 12-hLO inh: -26%

How did Cc1n[nH]c(C)c1N1C(=O)c2cccc3c(Br)ccc(c23)C1=O do in these assays?
PNC inhibitor: inconclusive; IMPase cell inh: -18; 12-hLO inh: -2%

How did CCCCCn1nc(C)c(/C=N\NC(=O)c2cc(C)oc2C)c1C do in these assays?
PNC inhibitor: inconclusive; IMPase cell inh: 6; 12-hLO inh: -1%

What do the screens show for `COc1ccc(C2C(C(=O)Nc3ccccc3)=C(C)Nc3nc(CCCO)nn32)cc1` (configuration not stated)?
PNC inhibitor: 30; ALOX15B inhib: -1%; IMPase cell inh: 5; 12-hLO inh: -7%

Results for C/C(=N\NC(=O)CSc1nc2ccccc2s1)c1ccco1 ?
PNC inhibitor: inconclusive; 12-hLO inh: -3%

What do the screens show for `Fc1cccc(Cl)c1CNC(c1ccccc1)c1ccccc1`?
PNC inhibitor: 25; ALOX15B inhib: 10%; IMPase cell inh: -1; 12-hLO inh: 5%

What do the screens show for `CCOc1ccc(CCNC(=O)C2CCCN(S(=O)(=O)c3c(C)n[nH]c3C)C2)cc1OCC` (configuration not stated)?
PNC inhibitor: inconclusive; ALOX15B inhib: -6%; IMPase cell inh: 7; 12-hLO inh: -12%

Results for CC1CCCCC1NC(=O)C1CCCN1S(=O)(=O)c1cccc2nsnc12 (configuration not stated) ?
PNC inhibitor: -9; ALOX15B inhib: 5%; IMPase cell inh: 7; 12-hLO inh: -4%

Results for O=C(CCCc1cccs1)Nc1nc2c(s1)CCCC2 ?
PNC inhibitor: -23; ALOX15B inhib: 26%; IMPase cell inh: 18; 12-hLO inh: -10%

Results for CCCOP(=O)(c1ccc(N(C)C)cc1)C(Nc1ccccc1)c1ccc(N(C)C)cc1 (configuration not stated) ?
PNC inhibitor: inconclusive; IMPase cell inh: -25; 12-hLO inh: -4%

How did COCCNC(=O)c1ccc2snnc2c1 do in these assays?
PNC inhibitor: 30; ALOX15B inhib: -6%; IMPase cell inh: -5; 12-hLO inh: -2%

How did NC(=O)c1cc(-c2ccccc2)nc(N2CCCCCC2)n1 do in these assays?
PNC inhibitor: 30; ALOX15B inhib: 2%; IMPase cell inh: 9; 12-hLO inh: -14%

What do the screens show for `Cc1nc(SCC(=O)Nc2ccccc2C(F)(F)F)c(C#N)c(C)c1CC(=O)c1ccc(Br)cc1`?
PNC inhibitor: inconclusive; ALOX15B inhib: -5%; IMPase cell inh: 6; 12-hLO inh: 0%

Results for N/C(=N\c1nc2ccccc2o1)NC(=O)c1ccc(F)cc1 ?
PNC inhibitor: 12; ALOX15B inhib: -13%; IMPase cell inh: -5; 12-hLO inh: -1%

Results for CC(C)(C)c1ccc(C(=O)N/N=C/c2cccc(Cl)c2)cc1 ?
PNC inhibitor: 6; ALOX15B inhib: 1%; IMPase cell inh: -2; 12-hLO inh: -4%

Results for CN1CCN(C(=O)c2ccccc2NC(=O)c2cccs2)CC1 ?
PNC inhibitor: inconclusive; ALOX15B inhib: -8%; IMPase cell inh: 6; 12-hLO inh: 4%

How did S=c1nc(-c2ccccc2)n(CCN2CCOCC2)c2c1CCCC2 do in these assays?
PNC inhibitor: inconclusive; ALOX15B inhib: -7%; IMPase cell inh: -1; 12-hLO inh: -1%

How did CC1CCOC2(O1)C(=O)N(CN1CCN(c3cccc(Cl)c3)CC1)c1ccccc12 (configuration not stated) do in these assays?
PNC inhibitor: 30; ALOX15B inhib: 21%; IMPase cell inh: -13; 12-hLO inh: 1%

From PubChem
